H9c2 TAG inh: reduces triacylglycerol accumulation in H9c2 cells. Nile Red lipid (TAG) fluorescence; cells loaded with 200 µM oleic acid. inhibition, % at 12.5 µM. hit rate 0.66% among 230,000;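 active means pattern-corrected inhibition of lipid staining of at least 50% with the nuclear-stain viability signal not falling by more than 50%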;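 further: 0% = DMSO wells and 100% = triacsin C control wells; some results filed as inactive read as strong as hits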
H9c2 TAG inh DAPI viability: further read-out of H9c2 TAG inh, marked with its call; DAPI nuclei signal change (viability), lower = more cytotoxic, %;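 whole-well DAPI fluorescence read on a plate reader as a viability signal; minus 50 percent equals half of cells still viable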
An asterisk follows results filed as active; & = joins results of further samples.

SMILES,H9c2 TAG inh,H9c2 TAG inh DAPI viability
CC(=O)N1N=C(c2ccc3ccccc3c2)OC12CCCC2,-14,21
COc1ccc(C(=O)Nc2ccc(O)c3ccccc23)cc1OC,8,-1
CC(Sc1nnc(CN2CCCC2)n1Cc1ccccc1)C(=O)Nc1ccccc1 (stereo not given),21,-2
CC(C)Nc1nc(NC(C)C)nc(N(C)n2cnnc2)n1,3,-6
COc1ccc(C2=NC(C(F)(F)F)(C(F)(F)F)c3c(n(C)c(=O)n(C)c3=O)N2)cc1,-4,-9
CC(=O)Nc1ccc(NC(=O)c2cc(-n3cnnc3)ccc2Cl)cc1,13,-4
Cc1ccccc1C(=O)NC1CCS(=O)(=O)C1 (stereo not given),-4,3
CCN(CC)C(=O)c1nc[nH]c1C(=O)N1CCN(C(=O)OC(C)(C)C)CC1,3,-4
COc1ccc2nc(NC(=O)CSc3nnc(-c4ccoc4C)n3C)sc2c1,25,-18
C/C(=N/NS(=O)(=O)c1cccc([N+](=O)[O-])c1)c1ccncc1,-1,2

SMILES,H9c2 TAG inh,H9c2 TAG inh DAPI viability
CCN(C(=O)C(C)OC(=O)c1nn(-c2ccccc2C(F)(F)F)cc1O)c1ccccc1 (stereo not given),-13,-1
O=C(O)CCC(=O)NCCc1cccc(Cl)c1,11,-15
Cc1ccc(C(=O)N2CCCC(c3ccccc3)=N2)cc1,-9,2
O=C1C2C3CCC(C3)C2C(=O)N1CNc1ccc(F)cc1 (stereo not given),0,-2
O=C(Nc1ccc(NC(=O)c2cccs2)cn1)c1ccco1,-11,10
CC(NC(=O)Cn1c(NCCO)nc2ccccc21)C1CC2CCC1C2 (stereo not given),10,0
N#C/C(=C\c1cc2c(cc1Br)OCO2)C(=O)NCC1CCCO1 (stereo not given),-10,-4
C=CC(=O)NCCCc1cc(C(C)(C)C)c(O)c(C(C)(C)C)c1,12,-6
Cc1[nH]c2ccc(OCc3ccccc3)cc2c1CCN1C(=O)OC(C)(C)C1(C)O (stereo not given),-8,3
CCOc1ccc(C2/C(=C(/O)c3ccc(F)cc3)C(=O)C(=O)N2CCCN(C)C)cc1 (stereo not given),-11,-4

A different layout for part of the listing above:
Every second line gives: H9c2 TAG inh, H9c2 TAG inh DAPI viability
COc1ccc(C(=O)Nc2ccc(O)c3ccccc23)cc1OC
    8, -1
CC(Sc1nnc(CN2CCCC2)n1Cc1ccccc1)C(=O)Nc1ccccc1 (stereo not given)
    21, -2
CC(C)Nc1nc(NC(C)C)nc(N(C)n2cnnc2)n1
    3, -6
COc1ccc(C2=NC(C(F)(F)F)(C(F)(F)F)c3c(n(C)c(=O)n(C)c3=O)N2)cc1
    -4, -9
CC(=O)Nc1ccc(NC(=O)c2cc(-n3cnnc3)ccc2Cl)cc1
    13, -4
Cc1ccccc1C(=O)NC1CCS(=O)(=O)C1 (stereo not given)
    -4, 3
CCN(CC)C(=O)c1nc[nH]c1C(=O)N1CCN(C(=O)OC(C)(C)C)CC1
    3, -4
COc1ccc2nc(NC(=O)CSc3nnc(-c4ccoc4C)n3C)sc2c1
    25, -18
C/C(=N/NS(=O)(=O)c1cccc([N+](=O)[O-])c1)c1ccncc1
    -1, 2
CCN(C(=O)C(C)OC(=O)c1nn(-c2ccccc2C(F)(F)F)cc1O)c1ccccc1 (stereo not given)
    -13, -1
O=C(O)CCC(=O)NCCc1cccc(Cl)c1
    11, -15
Cc1ccc(C(=O)N2CCCC(c3ccccc3)=N2)cc1
    -9, 2
O=C1C2C3CCC(C3)C2C(=O)N1CNc1ccc(F)cc1 (stereo not given)
    0, -2
O=C(Nc1ccc(NC(=O)c2cccs2)cn1)c1ccco1
    -11, 10
CC(NC(=O)Cn1c(NCCO)nc2ccccc21)C1CC2CCC1C2 (stereo not given)
    10, 0
N#C/C(=C\c1cc2c(cc1Br)OCO2)C(=O)NCC1CCCO1 (stereo not given)
    -10, -4
C=CC(=O)NCCCc1cc(C(C)(C)C)c(O)c(C(C)(C)C)c1
    12, -6
Cc1[nH]c2ccc(OCc3ccccc3)cc2c1CCN1C(=O)OC(C)(C)C1(C)O (stereo not given)
    -8, 3
CCOc1ccc(C2/C(=C(/O)c3ccc(F)cc3)C(=O)C(=O)N2CCCN(C)C)cc1 (stereo not given)
    -11, -4

(more compounds)
SMILES,H9c2 TAG inh,H9c2 TAG inh DAPI viability
CCCOc1ccc(F)cc1-c1cc(C(=O)Nc2ccc(OC)cc2OC)[nH]n1,24,8
CC(C)(C#CC(O)(c1ccccc1)c1ccccc1)N1CCCC1,14,-8
COC(=O)CN1C(c2cccc(Cl)c2)=Nc2ccc(Cl)cc2C1c1ccccc1 (stereo not given),30,-2
CCn1c(NC(=S)Nc2ccccc2)nc2ccccc21,34,-15
O=C(NCCc1ccc(Cl)cc1)c1cc(S(=O)(=O)N2CCCCC2)c[nH]1,-4,-12
COC(=O)CCc1c(C)nn(-c2ccccc2)c1C,14,-20
Cc1ccc(S(=O)(=O)CCC(=O)OCC(=O)Nc2sccc2C#N)cc1,-10,4
CN(C)Cc1c(O)ccc2c(=O)c(-c3ccc(Cl)cc3)coc12,0,14
CN(C(=O)C1CCCO1)c1nnc(-c2cnccn2)s1 (stereo not given),-9,10
CCc1[nH]nc2c1C(C(C)C)C(C#N)=C(N)O2 (stereo not given),-20,-11

SMILES,H9c2 TAG inh,H9c2 TAG inh DAPI viability
Cc1ccccc1CN(c1ccc(C(=O)N2CCc3ccccc3C2)cc1)S(C)(=O)=O,4,3
O=c1c2[nH]c3ccc(F)cc3c2ncn1C1CCCCC1,-5,8
COCCCNC(=O)c1cc(=O)n(Cc2ccc(Cl)cc2)c2ccccc12,-5,1
C/C(=N\NC(=O)c1cccnc1)c1ccc(-c2ccccc2)cc1,-8,-1
CCN(CC)S(=O)(=O)c1ccc(N2CCOCC2)c(NC(=O)c2ccc(N3CCCC3=O)cc2)c1,3,-6
O=C(NCCSc1c[nH]c2ccccc12)c1c(F)cccc1F,-8,-3
Cc1cc(-c2nnc(SCC(=O)Nc3ccc(C(F)(F)F)cc3)n2C)no1,3,1
CCOC(=O)c1csc(NC(=O)c2ccc(S(=O)(=O)N(CC)CC)cc2)n1,8,4
CCOC(=O)c1c2ccc(OCC(=O)N/N=C/c3ccc(C)cc3)cc2n2ccccc12,9,33
CCOC(=O)c1nnn(-c2nonc2N)c1-c1ccc(Cl)cc1,-24,3

SMILES,H9c2 TAG inh,H9c2 TAG inh DAPI viability
CCN1CCN(c2c(Cl)cccc2NC(=O)c2ccco2)CC1,25,-10
COc1ccc2nc(NC(=O)c3sc4nc(C)cc(C)c4c3N)sc2c1,26,39
Cc1ccc(S(=O)(=O)N2CCOCC2)cc1C(=O)Nc1cccc(S(=O)(=O)N2CCCC2)c1,4,-3
Cc1ccc(C(=O)c2ccccc2C(=O)OCC(=O)NCC2CCCO2)cc1 (stereo not given),-11,2
COc1ccc(CC(NC(C)=O)C(=O)NC2CCN(c3nc(C)cc(C)c3C#N)CC2)cc1OC (stereo not given),4,6
CCOC(=O)Cn1c(=N)n(Cc2ccccc2F)c2ccccc21,3,11
CC(=NNC(=S)Nc1ccc(C)cc1)c1ccccn1,-21,-10
COc1ccc(/C=C/C(=O)Nc2cc(F)ccc2C)cc1S(=O)(=O)N1CCOCC1,10,-2
O=C1CC(N2CCN(c3nc4ccccc4s3)CC2)C(=O)N1Cc1cccs1 (stereo not given),-13,-1
CCC1CCCCN1CCCNC(=O)CCC(=O)N1CC(C)Oc2ccccc21 (stereo not given),-6,0

SMILES,H9c2 TAG inh,H9c2 TAG inh DAPI viability
CC(=O)NCCC(=O)Nc1nc(-c2ccccc2Cl)cs1,-3,-4
C[C@H]1CN([C@@H](C)CO)C(=O)c2cccc(NC(=O)c3ccc(-c4nccs4)cc3)c2O[C@@H]1CN(C)C(=O)NC1CCCCC1,0,3
CSc1ncccc1C(=O)NCC(=O)Nc1ccc(F)c(F)c1,-5,1
COc1ccc(NC(C)=O)cc1C#N,-17,16
Cc1nn(-c2ccccc2)nc1C(=O)Nc1nnc(C(F)(F)F)s1,1,-4
CN(NS(=O)(=O)c1ccccc1)c1nc2ccccc2nc1C(F)(F)F,-26,3
O=C1/C(=C/c2ccncc2)Oc2cc(OS(=O)(=O)c3ccccc3)ccc21,-22,-1
Clc1ccc(N2CCN(Cc3ccc(Br)o3)CC2)cc1,1,5
CCc1ccccc1NC(=O)CSc1nnc([C@@H]2CCCN2C(=O)OC(C)(C)C)o1,5,4
CC(=O)N1c2ccccc2NC2=C(C(=O)CC(C)(C)C2)C1c1cccn1C (stereo not given),1,4

Compound profiles, from the list above. Order of screens: H9c2 TAG inh	H9c2 TAG inh DAPI viability
`CN(NS(=O)(=O)c1ccccc1)c1nc2ccccc2nc1C(F)(F)F` in the list: -26	3
`CC(=O)NCCC(=O)Nc1nc(-c2ccccc2Cl)cs1` in the list: -3	-4
`COc1ccc(NC(C)=O)cc1C#N` in the list: -17	16
`CCc1ccccc1NC(=O)CSc1nnc([C@@H]2CCCN2C(=O)OC(C)(C)C)o1` in the list: 5	4

(more compounds)
SMILES,H9c2 TAG inh,H9c2 TAG inh DAPI viability
CC(C)(C)c1ccc(C(=O)NNc2cc(N3CCOCC3)nc(N3CCOCC3)n2)cc1,38,-9
NC(=O)C1CCCN(Cc2c(C(=O)N3CCc4ccccc4C3)nc3ccc(Cl)cn23)C1 (stereo not given),6,-4
Oc1ccccc1N1CCN(CC(O)COCc2ccccc2Cl)CC1 (stereo not given),-10,11
CCOC(=O)C1(C)CCN1C(=O)Cc1ccc(OC)cc1 (stereo not given),-7,-10
Cc1ccc(C(=O)Nc2nc(=O)[nH]s2)cc1,-8&-14,-3&6
O=C(Cn1cc([N+](=O)[O-])cn1)NCCc1nc2ccccc2[nH]1,-5,-1
O=C(CN1C(=O)CC(c2ccccc2)S(=O)(=O)c2ccccc21)NC1CCCC1 (stereo not given),1,6
CCn1c(COc2ccccc2)nnc1SCC(=O)NC1CC1,3,-4
Cc1ccc(N2C(=O)CC(Cn3nc(C)cc3C)C2=O)cc1 (stereo not given),-15,5

An excerpt; the hit share may differ from the screen's.
